# High-throughput results from PubChem.
# MCF10A rerep: DNA re-replication induction in MCF 10a cells; MCF 10A DNA re-replication, Hoechst nuclear intensity, 48 h; Potency, µM (titrated, usually from 46.1 µM), for the others: at the highest dose activity, positive = re-replication, most hits filed as activators; actives 2.9% (n = 350,000); AID 624296; also: potency is read from the fitted curve at half-maximal effect; % of control where 0% means no effect; nearly all actives have a fitted effect of over 50% in size
# ATXN2 expr inh: reduces ATXN2 reporter expression in HEK-293 cells; AID 1745845; actives 0.72% (n = 360,000); HEK-293 ATXN2-luciferase reporter, luminescence, 24 h; Potency, µM (doses to about 57 µM), for inactives: at the highest dose activity change, negative = inhibition, most hits filed as inhibitors; also: potency is read from the fitted curve at half-maximal effect; % is scaled to controls: 0 for no effect and ±100 for the full control effect; nearly all actives have a fitted effect of over 55% in size
#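 ATXN2-luciferase reporter cells (luciferase flanked by upstream and downstream ATXN2 gene portions) were treated 24 h at 37 °C with compounds at up to 57 uM. SteadyGlo luminescence gave expression; GF-AFC fluorescence gave viability.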
# SW480 rerep: induces DNA re-replication in SW480 colon adenocarcinoma cells; SW480 DNA re-replication, Hoechst DNA content imaging, 48 h; Potency, µM (series often up to 46.1 µM), for inactives: top-dose re-replication activation, hits mostly activators; actives 1.8% (n = 340,000); also: potency is read from the fitted curve at half-maximal effect; % of control where 0% means no effect; nearly all actives have a fitted effect of over 55% in size
#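 DNA re-replication was detected as more nuclei of elevated Hoechst intensity after 48 hr exposure to compound (23 nL pinned per well of 250 cells).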
# IL-1B inflam inh: blocks inflammasome-driven IL-1 beta release; THP-1 LPS/ATP IL-1B secretion, AlphaLISA, 16 h; hits give low values; actives 4.7% (n = 360,000); activity change, % at 57.5 µM; in the data active = activity change below about -50%; inconclusive = mostly about -30% to -49%; also: % is scaled to controls: 0 for no effect and ±100 for the full control effect
#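 THP-1 cells pretreated 1 hr with compounds (up to 57.5 uM final), then stimulated with LPS (250 ng/mL final) plus ATP (1.25 mM final); secreted IL-1B measured by AlphaLISA after 16 hr, decreased signal indicating inhibition.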
# HT1080NT lethal: kills 2HG-producing HT-1080-NT fibrosarcoma cells; HT-1080-NT fibrosarcoma viability, CellTiter-Glo ATP luminescence, 48 h; Potency, µM (series often up to 46.1 µM), for the others: at the top dose activity, negative = less viability, hits mostly cytotoxic; actives 1.6% (n = 360,000); AID 686970;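 also: NT is the 2HG producing partner of a matched IDH1 knockdown line; potency is read from the fitted curve at half-maximal effect; 0% = DMSO-treated cells and -100% = media-only wells without cells; nearly all actives have a fitted effect of over 55% in size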
#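 Toxicity toward the 2HG-producing NT line was scored as %Activity, normalised to DMSO and no-cell wells, from CellTiter-Glo luminescence after 48 hours' treatment.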
# HT1080 IDH1KD tx: toxicity to HT-1080 IDH1 knockdown cells (counter line); Potency, µM (titrated, usually from 46.1 µM), without a hit: at the top dose activity, negative = toxicity, hits mostly cytotoxic; AID 686971; HT-1080 IDH1 knockdown viability, ATP luminescence, 48 h; actives 2% (n = 360,000);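 also: potency is read from the fitted curve at half-maximal effect; 0% = DMSO wells and -100% = cell-free medium wells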
#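 CellTiter-Glo luminescence after 48 h compound exposure at 37 degrees C of IDH1-knockdown HT-1080 cells in 5% FBS RPMI. %Activity scaled between DMSO wells and cell-free media wells, with curves fitted and assigned curve classes.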
# KB-3-1 tox: kills parental KB-3-1 adenocarcinoma cells. KB-3-1 viability, CellTiter-Glo ATP luminescence, 72 h. actives 1.4% (n = 400,000). Potency, µM (series often up to 46.1 µM), without a hit: at the top dose activity change, negative = cytotoxic, usual class: cytotoxic; also: potency is read from the fitted curve at half-maximal effect; % is scaled to controls: 0 for no effect and ±100 for the full control effect; nearly all actives have a fitted effect of over 60% in size
#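 Parental KB-3-1 viability, qHTS format: 72 h compound exposure, 37 °C; CellTiter-Glo; media-only wells and DMSO plates as controls; concentration-effect fits on corrected data.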
# KB-V1 cytotox: KB-V1 MDR subline cytotoxicity. KB-V1 MDR cells viability, CellTiter-Glo, 72 h. Potency, µM (highest dose often 46.1 µM), inactives show at the highest dose activity change, negative = cytotoxicity, hits mostly cytotoxic. actives 3.4% (n = 400,000). AID 1347076; also: potency is read from the fitted curve at half-maximal effect; % is scaled to controls: 0 for no effect and ±100 for the full control effect; nearly all actives have a fitted effect of over 60% in size
#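 qHTS viability screen in drug-selected KB-V1 MDR cells: 72 h compound treatment at 37 degrees C, ATP luminescence end point.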
# ATXN viability: cell viability loss in ATXN counter-screen; S2 cells (HEK-293 line with an ATXN2-luciferase reporter) viability, CellTiter-Fluor protease fluorescence, 24 h; Potency, µM (highest dose often 56.7 µM), most hits filed as cytotoxic; actives 0.49% (n = 400,000); also: potency is read from the fitted curve at half-maximal effect; nearly all actives have a fitted effect of over 40% in size
# * = called active by the depositor; i = inactive; ? = inconclusive; . = not tested or not shown; & = joins results of further samples; [ ] = remark or other dose. Unless noted, calls follow the shape of the dose curve; as a rule, active = well fitted curve in the direction sought with a large enough effect; inconclusive = small, poorly fitted or top-dose-only effect, or another doubt; inactive = no such curve, though single readings can be large; an effect the other way counts as inactive or inconclusive.
SMILES,MCF10A rerep,ATXN2 expr inh,SW480 rerep,IL-1B inflam inh,HT1080NT lethal,HT1080 IDH1KD tx,KB-3-1 tox,KB-V1 cytotox,ATXN viability
CC(C)(C)c1ccc2c(c1)OC(C(=O)N/N=C\c1ccc[nH]1)CO2 (stereo not drawn),-0.4%,?,4.8%,-12.1,?,3.66µM*,-3.0%,9.0%,i
O=C(NC(=S)Nc1cc(Cl)ccc1N1CCOCC1)c1ccccc1[N+](=O)[O-],26.8%,-28.5%,-0.3%,-11.4,-10.8%,-27.6%,-9.4%,-14.5%,i
CC(NC(=O)NCCCn1ccnc1)(C(F)(F)F)C(F)(F)F,-0.4%,-3.5%,14.6%,32.8,11.2%,11.2%,2.9%,11.6%,i
COc1ccccc1NC(=O)c1ccc(NC(=O)C2CC2C)cc1 (stereo not drawn),-2.5%,2.6%,7.8%,-25.2,8.4%,13.9%,27.4%,?,i
O=C(NCc1ccccc1)c1cc(C2COCCN2C(=O)c2cccs2)on1 (stereo not drawn),.,6.2%,.,-12.9,?,2.9%,0.0%,-1.3%,i
Cc1ccc(S(=O)(=O)c2nc(S(C)(=O)=O)sc2N2CCCCCC2)cc1,4.1%,-0.9%,-6.9%,-54.4*,0.5%,-4.6%,-3.4%,6.51µM*,i
CCOc1ccc(C(=O)Nc2nnc(C3=COCCO3)o2)cc1,10.9%,1.0%,1.1%,-18.1,-1.4%,-11.8%,0.0012µM*,?,i
COc1ccc(N(CC(=O)NCc2ccco2)S(=O)(=O)c2c(C)nn(C)c2C)cc1,15.5%,-24.6%,-4.0%,1.0,-5.3%,-3.9%,3.3%,10.0%,i
O=C(N/N=C\c1ccc(-c2ccc([N+](=O)[O-])cc2)o1)C1COc2ccccc2O1 (stereo not drawn),20.6µM*,1.6%,8.1%,-21.7,-4.2%,-15.4%,22.1%,?,i
CCC1(C)Cc2ccccc2-c2nc(-c3ccccc3)oc(=O)c21 (stereo not drawn),?,2.1%,6.3%,-5.1,10.6%,12.3%,?,16.4µM*,i
COc1cccc(-n2c(COc3ccc(C)cc3)nnc2SCC(N)=O)c1,-2.3%,2.1%,-0.7%,10.2,-23.3%,-8.2%[9.24 µM],-2.3%,4.6%,i
CC(C)c1cc(CNC(=O)CC2C(=O)NCCN2CC2CCCCC2)on1 (stereo not drawn),-1.0%,-8.1%,-5.0%,-2.7,11.2%,4.8%,-2.9%,0.0%,i
Cn1cccc1C(C(=O)NC1CCCCC1)N(C(=O)Cc1cccs1)c1ccc2c(c1)OCO2 (stereo not drawn),1.8%,3.1%,30.0%,26.4,-2.2%,-5.0%,4.8%,?,i
CCCS(=O)(=O)NC(=O)C1(C)CCN(C(=O)c2c(F)cccc2F)C1 (stereo not drawn),.,-0.1%,.,15.5,25.6%,11.1%,0.0%,-0.6%,i
Cc1c(C)c(C)c(S(=O)(=O)N2CCNCC2)c(C)c1C,-2.2%,-34.3%,-1.7%,-5.5,-35.0%,-42.8%,-17.3%,-25.7%,.
Cn1cnnc1SCC(=O)Nc1ccccc1Sc1ccccc1,0.7%,4.7%,-2.1%,26.8,3.0%,3.6%,0.6%,-11.0%,i
O=C(COc1cc(F)ccc1[N+](=O)[O-])Nc1cccc(Br)c1,8.5%[9.22 µM],22.6%,-21.6%,-5.0,?,?,12.1%,1.9%,i
COC(=O)C[C@@H]1C=C[C@@H](NS(=O)(=O)c2ccccc2OC)[C@@H](CO)O1,.,.,.,34.5,28.2%,7.9%,0.7%,-2.6%,.
CC(=O)c1ccc(OCc2ccc(C(=O)c3ccccc3)cc2)cc1,12.6%,-12.3%,-13.5%,-60.5*,-29.8%,-24.1%,14.6µM*,16.4µM*,i
CCOC(=O)C1=C(CC)Nc2ccccc2N=C1NC(=O)c1oc2ccccc2c1C,?,?,20.2%,?,-13.3%,-15.4%,-0.8%,?,i
COc1ccc(NC(=O)Cn2nnc(C(=O)NCCc3ccc(OC)c(OC)c3)c2N)cc1,9.7%,-7.7%,-6.3%,34.9,-26.0%,-2.3%,16.5%,18.7%,i
CC(C)(C)OC(=O)NCCCC[C@H](NC(=O)c1[nH]cnc1C(=O)N[C@@H](Cc1ccccc1)C(=O)OCc1ccccc1)C(=O)OC(C)(C)C,10.2%,-5.2%,6.8%,-7.4,?,2.8%,0.0%,-0.4%,?
CCCC(=O)Nc1c(-c2ccccc2)c(=O)c(C)nn1-c1ccc(C)cc1,-1.0%,.,-7.0%,0.0,9.7%,10.3%,2.7%,2.8%,i
COc1cccc(/C=N\NC(C)=O)c1OC/C=C/c1ccccc1,25.5%,-25.9%,?,0.0,-7.1%,-19.8%,?,?,i
CC1(C)CC2(CCO1)CNC(=O)O2 (stereo not drawn),?,2.2%,?,-6.8,-2.4%,-10.5%,0.3%,-10.8%,i

# 3 compounds out of the list, arranged by number of heavy atoms, largest number first:
SMILES,MCF10A rerep,ATXN2 expr inh,SW480 rerep,IL-1B inflam inh,HT1080NT lethal,HT1080 IDH1KD tx,KB-3-1 tox,KB-V1 cytotox,ATXN viability
CCCC(=O)Nc1c(-c2ccccc2)c(=O)c(C)nn1-c1ccc(C)cc1,-1.0%,.,-7.0%,0.0,9.7%,10.3%,2.7%,2.8%,i
COc1ccccc1NC(=O)c1ccc(NC(=O)C2CC2C)cc1 (stereo not drawn),-2.5%,2.6%,7.8%,-25.2,8.4%,13.9%,27.4%,?,i
CC1(C)CC2(CCO1)CNC(=O)O2 (stereo not drawn),?,2.2%,?,-6.8,-2.4%,-10.5%,0.3%,-10.8%,i

# Later entries
SMILES,MCF10A rerep,ATXN2 expr inh,SW480 rerep,IL-1B inflam inh,HT1080NT lethal,HT1080 IDH1KD tx,KB-3-1 tox,KB-V1 cytotox,ATXN viability
C/C(=N\NC(=O)c1cccc([N+](=O)[O-])c1)c1cccnc1,2.9%,.,18.3%,7.8,-0.3%,3.0%,0.5%,29.5%,i
CC1CCN(S(=O)(=O)c2cccc(-c3cn4cc(Cl)ccc4n3)c2)CC1,?,17.0%,-3.1%[9.22 µM],3.9,1.1%,-0.9%,-12.7%,-19.3%,i
O=C(Nc1nnc(S(=O)(=O)N2CCCc3ccccc32)s1)c1cccc(Cl)c1,.,-3.4%,.,.,.,.,0.0%,0.0%,?
COc1ccc(NC(=O)C2=C(C)Nc3nc(SCc4ccccc4)nn3C2c2cc(OC)ccc2OC)cc1 (stereo not drawn),.,-2.2%,.,.,.,.,7.7%,10.5%,?
CN(Cc1ccccc1)C(=O)c1ncn2c1C(=O)N(C)CC2,.,10.8%,.,10.9,-9.7%,-6.7%,-21.9%,5.3%,i
COC(=O)[C@]12CCCCC=C1N(Cc1ccccc1)C(=O)[C@H](CC(=O)N1CCSCC1)C2,.,8.0%,.,-8.5,12.9%,14.1%,7.9%,?,i
CCCCc1c(O)nc(SCC(=O)NCCc2ccc(OC)c(OC)c2)[nH]c1=O,-0.9%,-3.4%,-2.2%,-1.4,1.1%,9.7%,8.6%,?,i
Cc1cc(=O)n2nc(N3CCC(C(=O)NCc4ccccc4Cl)CC3)sc2n1,-1.1%,1.2%&-4.3%,13.0%,30.6,-0.9%,-2.6%,-8.9%&-3.0%,-17.4%&8.3%,i
CC(CN1CCOCC1)OC(=O)COc1ccc(F)cc1 (stereo not drawn),7.0%,-3.2%,-1.6%,7.0,13.0%,8.4%,0.8%,14.4%,i
CCc1ccc(NC(=O)CNS(=O)(=O)c2c(C)noc2C)cc1,-1.5%,0.5%,0.9%,-13.2,1.6%,-2.9%,4.9%,-18.3%,i
Cc1cccc(CCNC(=O)Cc2ccc(NC3=NC4CS(=O)(=O)CC4S3)cc2)c1 (stereo not drawn),6.1%,4.0%,-1.9%,-19.4,4.1%,4.2%,14.2%,17.5%,i
Cc1cnc2c(c1SCC(=O)Nc1ccc(F)cc1F)c(=O)n(C)c(=O)n2C,.,13.4%,.,.,.,.,-1.4%,0.9%,i
COc1ccc(C(=O)N(C)CCCC2CCCC2)cc1OC1CCN(C(C)C)CC1,?,-5.0%,15.3%,?,?,?,?,?,i
O=C(Nc1cccc(S(=O)(=O)N2CCCCC2)c1)c1ccc2c(c1)OCO2,-37.9%[inhibitor],-9.1%,?,-6.4,3.2%,-3.0%,?,3.26µM*,i
O=C(Nc1ncn[nH]1)c1ccc(Cl)c(S(=O)(=O)N2CCCCCC2)c1,19.6%,4.1%,0.8%,-6.3,-5.4%,4.4%,8.8%,20.6µM*,i
CCc1noc(C)c1C(=O)Nc1ccc(S(=O)(=O)N2CCCCC2)cc1,-14.0%,1.8%,?,-15.0,-13.3%,-3.5%,-0.4%,-6.3%,i
O=C(N/N=C/c1cccc(Oc2ccccc2)c1)c1cccc(O)c1,?,8.3%,?,-4.8,?,20.6µM*,?,-3.4%,i
CN(Cc1ccco1)C(=O)CC[C@H]1O[C@@H](n2ccc(=O)[nH]c2=O)[C@H](O)[C@@H]1O,.,6.9%,.,-12.1,2.8%,16.5%,0.0%,-14.7%,i
CCCCN(CC)CCCNC(=O)C1c2ccccc2C(=O)N(C)C1c1cn(C)c2ccccc12 (stereo not drawn),0.1%,-6.6%,4.1%,?,-15.1%,-8.6%,-9.2%,14.1%,i
CCN(CC)C(c1ccc(F)cc1)c1nnnn1C1CCCCC1 (stereo not drawn),1.5%,.,-13.5%,10.5,1.9%,0.8%,5.4%,9.0%,.
CCOC(=O)c1c(Oc2ccc(C(=O)OC)cc2)nnc(-c2ccccc2)c1-c1ccccc1,.,-19.0%,.,.,.,.,10.3%,14.8%,i
CC1CCN(c2ccc3nnc(CCC(=O)NCCCOC(C)C)n3n2)CC1,2.5%,-1.7%,-6.5%,1.5,7.5%,-0.4%,6.6%,-17.6%,i
N#CCCN(C(=O)COC(=O)c1cc(=O)c2ccccc2o1)c1ccccc1,-15.0%,5.2%,-6.6%,-3.0,0.0%,9.5%,.,.,i
